D1 allo mod: allosterically modulates the human D1 dopamine receptor; HEK293 D1, CRE-luciferase, dopamine EC30 potentiation; actives deviate in either direction; 5.9% of 58,000 active; B-score at 10 µM;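 active means luminescence count or its row- and column-corrected plate score outside the 99.7% band of the plate's sample wells, on either side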
TNAP act mid DEA: activators of human TNAP at intermediate phosphate acceptor; P05186; purified TNAP, CDP-star luminescence, 100 mM DEA, 30 min; hits give high values; scale: 0 levamisole-inhibited, 1 vehicle-only enzyme; activation factor at 20 µM; 64,000 tested, under 10 active; AID 813;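 active means activation factor of at least 2 at 20 µM, relative to controls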
SF1 activator: activators of human nuclear receptor SF-1 | Q13285 | CHO-K1 Gal4-SF-1 LBD luciferase reporter; % increase over DMSO SF-1-specific signal | activation, % at 10 µM | 1.9% of 65,000 active;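 active means activation above the mean activation of all tested compounds plus 3 SD, cut at about 50% in these data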
Target sequence (Q13285 whole entry, looked up, the tested form may be a part): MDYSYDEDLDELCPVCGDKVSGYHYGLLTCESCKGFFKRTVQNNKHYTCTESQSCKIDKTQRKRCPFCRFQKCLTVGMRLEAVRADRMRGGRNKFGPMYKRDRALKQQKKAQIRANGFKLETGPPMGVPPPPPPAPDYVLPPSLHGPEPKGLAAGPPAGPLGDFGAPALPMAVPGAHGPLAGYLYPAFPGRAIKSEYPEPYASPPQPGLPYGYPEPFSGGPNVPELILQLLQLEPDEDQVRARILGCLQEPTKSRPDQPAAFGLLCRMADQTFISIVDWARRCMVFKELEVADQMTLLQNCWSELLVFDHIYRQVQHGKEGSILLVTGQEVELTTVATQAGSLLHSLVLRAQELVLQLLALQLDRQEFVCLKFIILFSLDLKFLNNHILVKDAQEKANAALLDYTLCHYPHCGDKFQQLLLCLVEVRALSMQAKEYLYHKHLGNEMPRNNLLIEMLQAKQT
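Compound – one dose, 10 µM compound, 1% DMSO · Test system – transient Gal4-SF-1 LBD reporter, CHO-K1 · Input – 4,000 cells in each well · Read-out basis – percent activation relative to DMSO median and mock-transfected background · Replicates – single measurement per compound · Technique – steady-glow luciferase luminescence, read after 15 min reagent incubation · Timing – 20 h compound treatment, 37 °C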
tolC growth inh: E. coli tolC mutant growth inhibition; E. coli BW25113 tolC mutant growth, OD615; growth inhibition, % at 10 µM (by protocol); 2.2% of 65,000 active;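 active means growth inhibition at or above a cutoff equal to the mean over every tested compound plus 3 SD, cut at about 60% in these data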;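 further: growth measured after 20 h incubation at 37 °C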
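signal = optical density read at 615 nm | test system = E. coli ΔtolC::kan strain BW25113 | timing = 20 h compound exposure of bacteria at 37 °C | buffer or medium = LB medium plus 50 µg/mL kanamycin | compound dosing = 10 µM final, single dose | evaluation = % inhibition of E. coli growth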
NADH enzymes: inhibition of NAD/NADH coupling enzymes, library profiling; IC50, µM (highest dose often 10 µM), for inactives: at the top dose inhibition; coupled PK/LDH NADH assays, four targets; AID 774; 0.02% of 65,000 active;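 active means single-dose screening hits from any of four coupled enzyme assays that gave an IC50 when retested across doses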;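 further: the DPM-DC format reads NADH fluorescence rather than 340 nm absorbance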
M1 agonist: activates the M1 muscarinic receptor | B-score at 10 µM | AID 626 | CHO-M1 cells, Fluo-4 calcium fluorescence, agonist mode; hits give high values | 3% of 64,000 active;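 active means fluorescence rise, raw or as B-score row- and column-corrected plate score, outside the 99.7% band of its plate's samples, either direction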
M1 antag: M1 muscarinic receptor (rat) antagonism; CHO-M1 cells, Fluo-4 calcium, ACh EC80 antagonist mode; hits give low values; B-score at 10 µM; P08482; 3.4% of 64,000 active;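 active means calcium fluorescence response, raw or row-and-column corrected B-score, differing from the plate sample mean either way at a set confidence level, mostly lower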
Target sequence (P08482 whole entry, looked up): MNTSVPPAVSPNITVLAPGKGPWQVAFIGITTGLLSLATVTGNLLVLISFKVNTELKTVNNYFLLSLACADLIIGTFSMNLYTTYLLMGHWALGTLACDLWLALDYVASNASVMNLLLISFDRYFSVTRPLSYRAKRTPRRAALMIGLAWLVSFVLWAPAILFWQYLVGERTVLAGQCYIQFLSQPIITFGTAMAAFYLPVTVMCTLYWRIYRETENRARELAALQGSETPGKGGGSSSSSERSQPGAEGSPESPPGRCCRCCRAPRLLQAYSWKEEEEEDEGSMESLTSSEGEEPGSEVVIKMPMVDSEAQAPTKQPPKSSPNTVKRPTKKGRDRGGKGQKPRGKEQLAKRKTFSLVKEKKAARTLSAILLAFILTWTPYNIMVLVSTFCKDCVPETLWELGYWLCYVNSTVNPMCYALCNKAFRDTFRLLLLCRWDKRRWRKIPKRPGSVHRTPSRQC
Jurkat tox 60K: reduces viability or proliferation of Jurkat cells | Jurkat E6.1 viability, ATP luminescence, 48 h | inhibition, % at 4 µM | 1.2% of 56,000 active | AID 463;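 active means inhibition above the mean inhibition of all tested compounds plus 3 SD, cut at about 28% in these data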
HEK293 NFkB inh: lowers PMA/ionomycin-induced NF-kB signal in HEK293 cells. 0.21% of 62,000 active. HEK-293 NF-kB luciferase reporter, luminescence. inhibition, % at 3 µM. AID 465;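 active means inhibition above the mean of all tested compounds plus 3 SD, cut at about 40% in these data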;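 further: 0% = stimulated DMSO wells and 100% = 10 µM reference inhibitor 5653914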
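System – HEK-293 cells with stable firefly luciferase reporter driven by four HIV NF-kB elements · Doses – one dose, 3 µM · Schedule – 1 h compound pre-incubation, 16 h PMA/ionomycin at 37 °C · Technique – luminescence from luciferase substrate reagent · Measure – percent inhibition normalized per plate to DMSO and reference-inhibitor controls · Replicates – tested once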
Active calls of the source: *; nt = not tested or not shown; [ ] = another dose, or the depositor's remark. This is a subset; count on the stated rates, not on these rows.

no. | Structure | TNAP act mid DEA | D1 allo mod | Jurkat tox 60K | NADH enzymes | M1 agonist | M1 antag | HEK293 NFkB inh | SF1 activator | tolC growth inh
1 | CCCC12CN3CC(CCC)(CN(C1)C3c1ccccn1)C2=O (stereo not drawn) | 0.9 | nt | nt | nt | 0.46 | -0.31 | 2 | 4 | nt
2 | OC1(c2ccc(F)cc2)CC2CCC(C1)N2Cc1nnnn1C1CCCC1 (stereo not drawn) | 0.9 | 0.26 | 2 | 1% | 0.6 | 0.0005 | 3 | 18 | 14
3 | COc1ccc(CN2CCCCC2c2cccnc2)cc1C (stereo not drawn) | 1 | -0.96 | -15 | 9% | -0.88 | -5.4* | 0 | 2 | 2
4 | CCOC(=O)C1=C(C)OC(N)=C(C(=O)OCC)[C@@]12C(=O)N(CC(N)=O)c1ccccc12 | 0.9 | 1.3 | nt | 5% | -0.15 | -0.02 | nt | 0 | 7
5 | COc1ccc(CN2CCN(Cc3ccccc3)CC2)c(OC)c1 | 0.9 | -3.4 | 12 | 2% | -0.37 | -0.046 | 18 | -18 | -8
6 | COc1ccc(C2C(C(=O)N3CCC4(CC3)OCCO4)CC(=O)N2c2ccc(OC)cc2)cc1 (stereo not drawn) | 1 | nt | nt | 2% | -0.13 | 0.091 | 12 | -4 | -11
7 | COc1ccc2c(c1)c(C(=O)CN1CCN(C)CC1)c(C)n2Cc1ccccc1 | 0.9 | -0.42 | -1 | 6% | 2.6* | -0.47 | 4 | -2 | 20
8 | CN(C)c1ccc2c(c1)N=C(c1ccco1)OP2(=S)N1CCOCC1 (stereo not drawn) | 0.9 | 0.14 | 1 | 5% | -0.66 | 0.37 | -1 | 18 | 3

The final 2 entries of the section above are carried over, then new ones follow.
no. | Structure | TNAP act mid DEA | D1 allo mod | Jurkat tox 60K | NADH enzymes | M1 agonist | M1 antag | HEK293 NFkB inh | SF1 activator | tolC growth inh
7 | COc1ccc2c(c1)c(C(=O)CN1CCN(C)CC1)c(C)n2Cc1ccccc1 | 0.9 | -0.42 | -1 | 6% | 2.6* | -0.47 | 4 | -2 | 20
8 | CN(C)c1ccc2c(c1)N=C(c1ccco1)OP2(=S)N1CCOCC1 (stereo not drawn) | 0.9 | 0.14 | 1 | 5% | -0.66 | 0.37 | -1 | 18 | 3
9 | C=CCN1C(=O)C2(C(C(=O)OCC)=C(N)Oc3ccccc32)C2=C1CCCC2=O (stereo not drawn) | 0.9 | -0.67 | 4 | 4% | 1.4 | -0.19 | -4 | 2 | -13
10 | Cc1ccc(O)c(CN2CCN(c3ccccc3)CC2)c1 | 0.8 | -1 | 0 | 4% | 1.5 | -0.29 | 1 | -16 | 22
11 | CCC(C(=O)N1CCC2(CC1)OCCO2)c1ccccc1 (stereo not drawn) | 0.9 | -0.11 | 1 | 2% | 0.78 | -0.061 | 15 | 8 | -10
12 | O=C(NC1(C(F)(F)F)Oc2ccccc2O1)N1CCC2(CC1)OCCO2 | nt | nt | nt | 4% | -0.014 | -0.55 | 5 | 8 | -2
13 | CCCc1nc2ccccc2c(=O)n1-c1ccccc1OC | 0.9 | nt | nt | 4% | -0.059 | 0.49 | nt | -2 | 8
14 | CC(C)Cn1cc(C(=O)N2CCC3(CC2)OCCO3)c2c3ccccc3n(C)c2c1=O | 0.9 | -1.2 | -2 | 11%[fluoresces] | 3* | -1.6 | -1 | 4 | -1
15 | CN(C)CCc1nc2ccccc2c(=O)n1-c1ccccc1 | 0.8 | -0.13 | 0 | 3% | 0.84 | -6.2* | 2 | 10 | -7
16 | O=C1N(CN2CCOCC2)c2ccccc2C1(O)c1c[nH]c2ccccc12 (stereo not drawn) | 0.9 | -0.35 | 3 | 4% | -1.4 | 0.4 | 12 | -23 | -12
17 | Cn1c(O)c(C=NC2CC(C)(C)NC(C)(C)C2)c(=O)n(C)c1=O | 1 | -0.31 | 1 | 7% | 0.54 | -0.34 | 20 | -4 | -1
18 | O=C(c1ccccc1)c1cn(CC(=O)N2CCOCC2)c2ccccc12 | nt | -0.057 | -3 | 4% | -0.44 | -0.033 | 9 | 3 | 0
19 | CCS(=O)(=O)N1CCCC(C(=O)N2CCC3(CC2)OCCO3)C1 (stereo not drawn) | 0.9 | -1.4 | -5 | 1% | 0.074 | 0.21 | 3 | -7 | -24
20 | O=C(NCc1ccccn1)c1ccccc1Cl | 0.9 | 0.86 | -2 | 2% | 0.047 | 0.4 | 14 | -17 | 2
21 | CC1=CC(C)C(COC(N)=O)(COC(N)=O)C(C)C1 (stereo not drawn) | 0.9 | -1.4* | 1 | 5% | -0.74 | 0.33 | 19 | -18 | -14
22 | CC(C)(C)OC(=O)c1c(N)n(Cc2ccco2)c2nc3ccccc3nc12 | 0.8 | 0.39 | nt | 4%[fluoresces] | -0.36 | -0.39 | nt | 11 | 10
23 | CCN(CC)C(=O)c1ccc(NC(=O)c2cc(-n3cnnc3)ccc2Cl)cc1 | 0.8 | -0.00053 | 3 | 9% | 0.95 | -0.95 | -2 | 0 | -8
24 | O=P(O)(O)Cc1ccccc1OP(=O)(c1ccccc1)c1ccccc1 | 0.9 | 2 | 7 | 2% | -0.29 | 0.74 | 21 | 8 | -13

Some of the entries above in another layout:
Each structure is followed by: TNAP act mid DEA	D1 allo mod	Jurkat tox 60K	NADH enzymes	M1 agonist	M1 antag	HEK293 NFkB inh	SF1 activator	tolC growth inh
[18] O=C(c1ccccc1)c1cn(CC(=O)N2CCOCC2)c2ccccc12
 : nt	-0.057	-3	4%	-0.44	-0.033	9	3	0
[19] CCS(=O)(=O)N1CCCC(C(=O)N2CCC3(CC2)OCCO3)C1 (stereo not drawn)
 : 0.9	-1.4	-5	1%	0.074	0.21	3	-7	-24
[20] O=C(NCc1ccccn1)c1ccccc1Cl
 : 0.9	0.86	-2	2%	0.047	0.4	14	-17	2

Going on with the list.
no. | Structure | TNAP act mid DEA | D1 allo mod | Jurkat tox 60K | NADH enzymes | M1 agonist | M1 antag | HEK293 NFkB inh | SF1 activator | tolC growth inh
25 | CC(=NCCN1CCOCC1)c1c(O)n(-c2ccccc2C)c(=O)[nH]c1=O | 0.9 | -0.057 | 5 | 2% | -0.72 | 0.24 | 1 | -5 | -30
26 | COc1cc2c3c(c1OC)-c1cc(O)ccc1CC3NCC2 (stereo not drawn) | 0.9 | -0.76 | 0 | 5% | -0.4 | -0.71 | -1 | -3 | 0
27 | N[C@@H](Cc1c[nH]c2ccccc12)c1nnc(SCc2ccc(Cl)cc2)o1 | 0.9 | -1 | 4 | 2% | 0.094 | -0.034 | 8 | 14 | 31
28 | CCOC(=O)C1SC2(C(F)(F)C(F)F)CC1(O)c1c(c(OC)c3occc3c1OC)O2 (stereo not drawn) | 0.9 | -1.4 | -5 | 1% | 2.4 | -2.3* | 12 | -7 | 59
29 | NC(=O)OCCSc1nnc(-c2cccc(C(N)=S)c2)o1 | 0.9 | -0.15 | 2 | 3% | -0.0028 | -0.01 | 9 | -1 | -8
30 | CCCCOC(=O)C1=C(N)OC2=C(C(=O)CCC2)[C@]12C(=O)Nc1ccccc12 | 0.9 | -0.5 | -10 | 9% | -0.43 | 0.62 | -10 | -1 | -27
31 | CN1CCN(c2nc3ccccc3c(=O)n2-c2ccccc2)CC1 | 0.9 | -0.0057 | -3 | 3% | 0.038 | -0.43 | 5 | -20 | -2
32 | N#Cc1ccccc1Cn1cc(C(=O)c2cccs2)c2ccccc21 | 0.9 | 0.77 | -4 | 6% | -0.12 | 0.72 | 18 | 14 | 4

Among those listed so far, these have an aryl thioether with sulfur outside any ring.
no. | Structure | TNAP act mid DEA | D1 allo mod | Jurkat tox 60K | NADH enzymes | M1 agonist | M1 antag | HEK293 NFkB inh | SF1 activator | tolC growth inh
27 | N[C@@H](Cc1c[nH]c2ccccc12)c1nnc(SCc2ccc(Cl)cc2)o1 | 0.9 | -1 | 4 | 2% | 0.094 | -0.034 | 8 | 14 | 31
29 | NC(=O)OCCSc1nnc(-c2cccc(C(N)=S)c2)o1 | 0.9 | -0.15 | 2 | 3% | -0.0028 | -0.01 | 9 | -1 | -8

Continuation:
no. | Structure | TNAP act mid DEA | D1 allo mod | Jurkat tox 60K | NADH enzymes | M1 agonist | M1 antag | HEK293 NFkB inh | SF1 activator | tolC growth inh
33 | CCCc1nc2ccccc2c(=O)n1-c1cccc(OC)c1 | nt | 0.32 | 7 | 9% | -0.5 | -0.4 | 21 | -8 | -6
34 | CC(C)N(CCC(C(N)=O)(c1ccccc1)c1ccccn1)C(C)C (stereo not drawn) | 0.5 | 0.83 | nt | 2% | 0.27 | -4.1 | nt | -17 | 10
35 | CN1C(=O)N(C)C(=O)C2(Sc3ccccc3C2=O)C1=O | 1.1 | 0.4 | 1 | 4%[fluoresces] | 0.97 | -0.049 | 1 | 0 | -6
36 | CCC(=NCC1CCCO1)c1c(O)[nH]c(=O)[nH]c1=O (stereo not drawn) | 0.9 | 0.72 | 1 | 9% | 0.0025 | 0.31 | 14 | 2 | -4
37 | CCOC(=O)C1C(=O)N(C)C2(C)CC1c1cc(OC)ccc1O2 (stereo not drawn) | 1 | -0.31 | -4 | 5% | 0.34 | 0.53 | 3 | 9 | -17
38 | O=C(NCC(c1cccnc1)N1CCN(c2ccccc2)CC1)Oc1ccccc1 (stereo not drawn) | nt | -1 | -6 | 5% | -0.84 | -0.018 | -9 | 0 | -5
39 | O=C1CCCC2=C1C(c1cccnc1)Nc1ccccc1N2 (stereo not drawn) | 0.9 | 0.044 | -6 | 2% | -0.5 | 0.0073 | 0 | -4 | -5
40 | COCCOC(=O)C1=C(N)OC(C)=C(C(=O)OC)C12C(=O)Nc1ccccc12 (stereo not drawn) | 0.9 | -0.61 | nt | 0% | -0.46 | 0.44 | nt | nt | -9
41 | CCC(=NCCO)c1c(O)n(-c2ccccc2)c(=O)[nH]c1=O | 0.9 | 0.44 | -1 | 7% | -0.099 | 0.04 | 22 | -7 | -12
42 | CCOC(=O)c1c(N)n(Cc2ccc(OC)cc2)c2nc3ccccc3nc12 | 0.9 | 2.4 | -2 | 5%[fluoresces] | 0.36 | 0.48 | 12 | 8 | -1
43 | CCn1c(O)c(C=NCc2cccs2)c(=O)[nH]c1=O | 0.9 | 2.4 | 2 | 2% | -0.3 | 0.035 | 16 | 7 | -9
44 | CCN1C(=O)c2ccccc2Sc2ccc(C(=O)N3CCC4(CC3)OCCO4)cc21 | 1 | -0.00039 | 0 | 7% | 0.26 | -0.64 | -1 | 0 | 6
45 | Cc1cc(C)c(C2=NOC(O)(C(F)(F)F)C2)c(=O)[nH]1 (stereo not drawn) | 0.9 | nt | -13 | 8% | -0.93 | 0.28 | 10 | 6 | -23
46 | CCCN(CC#CCO)CCC | 0.9 | -0.49 | nt | 6% | 0.52 | 0.41 | nt | 11 | 7
47 | CC(C)CCOC(=O)c1c(N)n(CC2CCCO2)c2nc3ccccc3nc12 (stereo not drawn) | 0.9 | -0.66 | -2 | 9%[fluoresces] | 3.1 | 0.068 | 13 | -12 | 60*
48 | CCOC(=O)C1CCN(/C=C2/C(=O)NC(=O)N(c3ccc(OCC)cc3)C2=O)CC1 | 0.9 | 0.39 | -2 | 2% | -3.3* | -0.13 | 9 | -17 | 0
49 | C[C@]12CCC(=O)C=C1CCC1C2CC[C@@]2(C)C1CC[C@@]2(O)CC#N (stereo partly drawn) | 1 | nt | 14 | 6% | 0.38 | -0.15 | 14 | 15 | 1
50 | CCN1CCN(Cc2ccccc2C)CC1 | 0.9 | -0.13 | 2 | 3% | -0.077 | -0.29 | 12 | 10 | -12
